Compound activity deposited in PubChem BioAssay by several laboratories.
TR-FRET SRC-2 ct = TR-FRET signal artefacts, primary screen, artefact control for PPARgamma SRC-2 agonist project, biochemical; AID 1049, 2008; TR-FRET ratio at 8 µM; TR-FRET artefact counter-screen; stronger effect = higher value; 200,000 tested, 0.4% active; in the data active = TR-FRET ratio above about 2000; also: inactives centre near 1500
TNAP inh noacc = human TNAP enzyme inhibitors, primary screen, biochemical, luminescent, no phosphate acceptor, uHTS; AID 1012, 2008; purified TNAP, CDP-star luminescence, 30 min; Alkaline phosphatase, tissue-nonspecific isozyme (Homo sapiens), P05186; 200,000 tested, 0.26% active; inhibition, % at 20 µM;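 active = tissue-nonspecific alkaline phosphatase inhibition above about 50% at 20 µM in the single-dose screen, limit read from the data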;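 also: 0% = DMSO negative control and 100% = EDTA positive control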
Target sequence (P05186 whole entry, looked up): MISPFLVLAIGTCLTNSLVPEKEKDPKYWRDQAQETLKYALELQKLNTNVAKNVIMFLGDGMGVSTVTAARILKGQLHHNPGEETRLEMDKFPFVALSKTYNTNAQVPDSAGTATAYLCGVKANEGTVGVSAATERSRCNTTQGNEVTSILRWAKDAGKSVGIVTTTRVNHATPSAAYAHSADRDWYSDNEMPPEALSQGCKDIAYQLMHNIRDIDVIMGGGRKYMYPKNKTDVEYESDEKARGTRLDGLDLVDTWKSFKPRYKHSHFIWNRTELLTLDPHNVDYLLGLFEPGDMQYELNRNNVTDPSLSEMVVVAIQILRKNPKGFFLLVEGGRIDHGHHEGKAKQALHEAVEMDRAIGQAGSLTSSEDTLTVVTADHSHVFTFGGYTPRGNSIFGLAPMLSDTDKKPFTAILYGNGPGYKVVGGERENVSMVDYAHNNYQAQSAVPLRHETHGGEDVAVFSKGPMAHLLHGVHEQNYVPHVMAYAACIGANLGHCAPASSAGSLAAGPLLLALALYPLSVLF
Efa HMGR inh = inhibitors of E. faecalis class II HMGR, primary screen, biochemical, Enterococcus faecalis. HMG-CoA reductase (Enterococcus faecalis, mvaE). 190,000 tested, 0.41% active. purified E. faecalis HMGR, NADPH absorbance 340 nm kinetic. inhibition, % at 10 µM;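 active = inhibition above a set limit, the median over all tested compounds plus 3 SD, cut at about 9.5% in these data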;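 also: enzyme runs in reverse so mevalonate oxidation gives rising NADPH absorbance; 0% = complete reaction with DMSO and 100% = background rate lacking mevalonate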
TNAP act hiacc = TNAP activators at high phosphate acceptor level, primary screen, biochemical, luminescence, uHTS. Alkaline phosphatase, tissue-nonspecific isozyme (Homo sapiens), P05186. purified TNAP, CDP-star luminescence, 1 M DEA, 30 min; stronger effect = higher value; 0 = EDTA background, 1 = DMSO-only activity. activation factor at 20 µM. 200,000 tested, under 10 active;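 active = activation factor at least 2 at 20 µM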
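system = human TNAP | amount = enzyme diluted 1/800 final | reagent = 100 µM CDP-star substrate | signal = luminescent substrate turnover signal | dosing = one dose, 20 µM | benchmarks = EDTA negative control, DMSO positive control | measure = activation factor | timing = 30 min reaction, room temperature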
bIAP activator = bovine intestinal alkaline phosphatase activators, primary screen, biochemical, bovine IAP, CDP-star luminescence. alkaline phosphatase, intestinal [Bos taurus]. purified bovine IAP, 30 min; stronger effect = higher value; fold of DMSO-control signal, blank-subtracted. activation factor at 20 µM. 200,000 tested, 0.17% active;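 active = activation factor of 2 or more at 20 µM, a signal rise over negative controls twice the positive control's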
PPARg SRC-2 ag = agonists of PPARg-SRC-2 recruitment, primary screen, biochemical, HTS; PPARgamma LBD-SRC-2 recruitment; 200,000 tested, 0.34% active; Peroxisome proliferator-activated receptor gamma (Homo sapiens), P37231; activation, % at 8 µM; in the data active = activation above about 22%;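 also: 0% = vehicle and 100% = reference agonist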
Target sequence (P37231 whole entry, looked up, the tested form may be a part): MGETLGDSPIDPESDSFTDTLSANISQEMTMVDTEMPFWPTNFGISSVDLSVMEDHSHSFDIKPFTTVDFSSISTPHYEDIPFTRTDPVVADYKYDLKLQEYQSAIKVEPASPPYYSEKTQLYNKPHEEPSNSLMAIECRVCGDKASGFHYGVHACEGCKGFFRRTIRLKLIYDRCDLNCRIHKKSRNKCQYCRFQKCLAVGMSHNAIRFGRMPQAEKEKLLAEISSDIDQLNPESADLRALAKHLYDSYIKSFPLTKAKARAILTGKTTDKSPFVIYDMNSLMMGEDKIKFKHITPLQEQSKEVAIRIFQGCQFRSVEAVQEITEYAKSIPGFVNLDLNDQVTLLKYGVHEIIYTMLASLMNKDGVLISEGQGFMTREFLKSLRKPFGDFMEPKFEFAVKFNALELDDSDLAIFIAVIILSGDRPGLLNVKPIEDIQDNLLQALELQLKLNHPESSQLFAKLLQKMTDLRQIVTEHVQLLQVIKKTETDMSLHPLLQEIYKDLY
PPARg SRC-3 ag = PPARgamma agonists recruiting SRC-3 coactivator, primary screen, biochemical; biochemical PPARgamma/SRC-3 coactivator recruitment assay; activation, % at 8 µM; 200,000 tested, 0.26% active; AID 731, 2007; in the data active = activation above about 23%;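 also: 0% = DMSO and 100% = reference agonist; some compounds past the cut are filed as inactive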
bIAP inhibitor = bovine intestinal alkaline phosphatase inhibitors, primary screen, selectivity assay for TNAP inhibitor project, biochemical, bovine IAP, CDP-star luminescence | inhibition, % at 20 µM | 190,000 tested, under 10 active | alkaline phosphatase, intestinal [Bos taurus] | AID 1019, 2008 | purified bovine IAP, 30 min;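 active = over 50% inhibition of intestinal alkaline phosphatase at 20 µM in the single-dose screen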
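test system = bovine IAP enzyme | medium = DEA buffer 100 mM, pH 9.8, with MgCl2 1.0 mM, ZnCl2 0.02 mM | detection = luminescence | dosing = single compound dose of 20 µM, 2% DMSO final | incubation = 30 min reaction at room temperature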
TNAP inh hi DEA = human TNAP enzyme inhibitors, primary screen, biochemical, luminescent, high phosphate acceptor level, uHTS; inhibition, % at 20 µM; AID 1135, 2008; 200,000 tested, 0.03% active; purified TNAP, CDP-star luminescence, 1 M DEA; Alkaline phosphatase, tissue-nonspecific isozyme (Homo sapiens), P05186;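 active = over 50% inhibition of tissue-nonspecific alkaline phosphatase at 20 µM in the single-dose screen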;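 also: plate controls were DMSO wells for no effect and EDTA-quenched wells as full inhibition for full effect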
PPARg SRC-1 ag = PPARgamma agonists recruiting SRC-1 coactivator, primary screen, biochemical; activation, % at 8 µM; PPARgamma-SRC-1 coactivator recruitment biochemical assay; 200,000 tested, 0.41% active; AID 631, 2007; in the data active = activation above about 19%;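 also: 0% = DMSO and 100% = reference agonist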
Starred values were filed as active, the others as inactive; x = not tested or not shown.

SMILES	TR-FRET SRC-2 ct	TNAP inh noacc	Efa HMGR inh	TNAP act hiacc	bIAP activator	PPARg SRC-2 ag	PPARg SRC-3 ag	bIAP inhibitor	TNAP inh hi DEA	PPARg SRC-1 ag
O=C(c1ccc(S(=O)(=O)N2CCC(c3nc4ccccc4[nH]3)CC2)cc1)N1CCOCC1	1419	-20.5	-0.8	1.1	1	4.4	-7.7	3.7	-10.8	-10.7
Cc1ccc(NC(=O)CSC2=Nc3ccccc3C3CC=NN23)c(C)c1 (stereo not given)	1522	-6.5	-3.6	1	1.1	-5.6	-5.3	-14.8	-2.0	2.6
Cc1cc(C)n(-c2cc(N3CCOCC3)nc(-c3ccccc3)n2)n1	1606	-6.4	-7.3	1	1	8.6	-5.3	3.2	-2.4	6.3
CS(=O)(=O)N(CC(=O)Nc1cccnc1)c1ccc2c(c1)OCCO2	1654	-10.6	-0.1	1	0.9	7.8	9.9	7.3	-3.5	1.8
Cc1cc(/C=N/n2cnnc2)c(C)n1-c1ccc(Cl)cc1	1548	-19.3	0.4	1	0.9	2.2	3.4	10.2	-1.6	11.2
Cc1ccc(NC2=NCC(=O)N2Cc2ccc3c(c2)OCO3)c(C)c1	1382	-4.9	-0.2	1	0.9	-2.3	0.8	9.2	-0.4	-1.9
O=C(NC1CCN(Cc2ccccc2)CC1)c1ccc(N2CC3CC(C2)c2cccc(=O)n2C3)c([N+](=O)[O-])c1 (stereo not given)	1672	-6.4	-2.0	1	1	-5.6	-4.7	-2.7	-0.8	-6.8
Cc1cc(S(=O)(=O)Nc2cc(C)c(O)c(C)c2)c(C)s1	1532	6.8	1.4	1	0.7	5.0	-4.0	25.3	1.9	1.3
O=C(NC1CCCCC1)N1CCc2ccccc2C1	1717	-6.7	2.3	1.1	0.9	9.7	-1.6	7.9	-6.5	5.8
O=C(CCCN1C(=O)/C(=C/c2cccs2)SC1=S)Nc1cccnc1	1636	-3.2	-3.8	1	1.1	-5.6	1.6	-9.7	0.6	11.2
Cc1ccccc1-n1nnnc1SCC(N)=O	1765	-5.9	-10.2	1.1	0.9	8.9	7.2	7.0	-8.0	8.6
CC1(C)CNc2cc(N)ccc2S1	1857	-8.0	-1.7	1	1	18.4	5.0	-0.2	-1.0	-2.9
N/C(=N\OC(=O)Nc1ccc(Cl)c(Cl)c1)c1ncc(C(F)(F)F)cc1Cl	1701	-10.7	1.7	1.1	0.9	8.7	1.2	14.7	-6.0	-3.8
CC(C)Oc1ccc2nnnn2n1	1556	-1.2	-5.7	1	0.9	3.9	13.8	6.1	-4.9	0.3
CC(C)NS(=O)(=O)c1ccc(NC(=O)NC2CCCCC2)cc1	1553	-26.1	-3.5	1	0.9	-2.5	-0.6	7.4	-4.1	1.8
CCOC(=O)/C(CCC[N+](C)(CC)CC)=N\O	1530	-2.6	1.4	1	0.9	-9.1	-3.3	7.8	0.4	-0.8
Cc1cc(CNC(=O)CC2C(=O)NCCN2Cc2ccc(-c3ccccc3)cc2)nn1C (stereo not given)	1531	-16.9	-1.2	1.1	1.3	0.2	0.3	-30.6	-7.3	0.9
O=C(CN1C(=O)NC2(CCCC2)C1=O)N1CCN(C(=O)c2ccco2)CC1	1547	-6.7	-4.2	1.1	0.9	0.9	5.5	8.4	-5.8	-5.0
CCOC(=O)C1=C(C)N(CC)C(=S)NC1c1ccc(Cl)cc1 (stereo not given)	1501	-0.4	-3.6	1	0.4	-0.1	-1.1	x	3.4	12.7
Nc1ncnc(Nc2cc(Cl)cc(Cl)c2)c1[N+](=O)[O-]	1503	3.6	3.2	1	0.9	-4.5	4.2	14.4	3.6	3.4
CCS(=O)(=O)c1nc2ccccc2n1CC(=O)N1CCOCC1	1707	-1.7	-0.5	1	0.9	9.4	-6.0	9.0	1.9	4.3
Cn1c(C(=O)N(Cc2ccccc2)Cc2ccccn2)cc2sccc21	1350	-11.6	1.3	0.9	1	-3.1	-2.6	-0.6	5.0	-13.7
O=C(NCC(O)CO)c1ccc2[nH]c3ccccc3c2c1 (stereo not given)	1441	-6.7	0.2	1	0.8	-2.9	-15.7	19.5	-1.0	-2.6
COC(=O)CSc1nc(-c2ccccc2)nc2ccccc12	1592	2.3	-4.3	1	1	0.7	6.2	3.1	-1.2	-0.8
CC(C)(C)OC(=O)N1CC=C2C(C#N)=C(N)C(C#N)(C#N)[C@H](c3cccnc3)[C@H]2C1	1610	-7.4	-5.8	1	0.9	2.6	0.5	6.7	1.9	-3.2

3 compounds out of the list above, arranged by the number in bIAP activator, smallest number first.
molecule | TNAP inh noacc | Efa HMGR inh | TNAP act hiacc | bIAP activator | PPARg SRC-3 ag | bIAP inhibitor | TNAP inh hi DEA | PPARg SRC-1 ag
CCOC(=O)C1=C(C)N(CC)C(=S)NC1c1ccc(Cl)cc1 (stereo not given) | -0.4 | -3.6 | 1 | 0.4 | -1.1 | x | 3.4 | 12.7
Cc1ccc(NC2=NCC(=O)N2Cc2ccc3c(c2)OCO3)c(C)c1 | -4.9 | -0.2 | 1 | 0.9 | 0.8 | 9.2 | -0.4 | -1.9
COC(=O)CSc1nc(-c2ccccc2)nc2ccccc12 | 2.3 | -4.3 | 1 | 1 | 6.2 | 3.1 | -1.2 | -0.8

Grouped by structure: those above containing a halogen (4)
SMILES	TR-FRET SRC-2 ct	TNAP inh noacc	Efa HMGR inh	TNAP act hiacc	bIAP activator	PPARg SRC-2 ag	PPARg SRC-3 ag	bIAP inhibitor	TNAP inh hi DEA	PPARg SRC-1 ag
Cc1cc(/C=N/n2cnnc2)c(C)n1-c1ccc(Cl)cc1	1548	-19.3	0.4	1	0.9	2.2	3.4	10.2	-1.6	11.2
N/C(=N\OC(=O)Nc1ccc(Cl)c(Cl)c1)c1ncc(C(F)(F)F)cc1Cl	1701	-10.7	1.7	1.1	0.9	8.7	1.2	14.7	-6.0	-3.8
CCOC(=O)C1=C(C)N(CC)C(=S)NC1c1ccc(Cl)cc1 (stereo not given)	1501	-0.4	-3.6	1	0.4	-0.1	-1.1	x	3.4	12.7
Nc1ncnc(Nc2cc(Cl)cc(Cl)c2)c1[N+](=O)[O-]	1503	3.6	3.2	1	0.9	-4.5	4.2	14.4	3.6	3.4

Next part.
SMILES	TR-FRET SRC-2 ct	TNAP inh noacc	Efa HMGR inh	TNAP act hiacc	bIAP activator	PPARg SRC-2 ag	PPARg SRC-3 ag	bIAP inhibitor	TNAP inh hi DEA	PPARg SRC-1 ag
O=C(Nc1nnc(SCc2ccc(F)cc2)s1)C1CC(=O)N(Cc2ccccc2)C1 (stereo not given)	1423	-19.3	-2.6	1	1	-6.3	0.3	3.5	-0.2	-6.2
Cc1cc(OCC(=O)N2CCCCCC2)ccc1[N+](=O)[O-]	1592	-8.1	-6.5	1	0.9	3.7	4.4	13.9	-3.3	-1.3
Cc1nnc(SCC(=O)c2ccc([N+](=O)[O-])cc2)s1	1552	0.4	-1.5	1	1.2	2.4	-0.9	-24.9	4.6	3.8
CCN(CC)c1ccc(NC(=O)c2ccccc2Br)cc1S(=O)(=O)Nc1ccccc1OC	1301	-17.4	-5.6	1.1	1	-0.5	-4.1	3.7	-8.2	-6.9
CC(=O)N1CCC(=NNc2ncc(C(F)(F)F)cc2Cl)CC1	1550	-8.4	0.1	1	1.1	7.6	0.9	-7.5	-4.2	3.4
Nc1ccc(N=Nc2ccccc2)c(N)n1	1470	11.9	-2.8	0.8	1.8	7.3	3.3	-75.8	17.1	8.5
Cc1c(/C=N/NC(=O)c2cccnc2)c2ccccn2c1C(=O)c1ccc(F)cc1	1759	-6.6	-6.7	1	1	7.4	5.7	1.6	3.8	3.1
COc1cc(/C=N/O)ccc1OCc1ccc([N+](=O)[O-])cc1	1733	-4.9	-6.5	1	1.1	5.3	-0.4	-13.1	-0.8	1.6
CCc1cccc2c3c([nH]c12)C(CC)(CC(=O)O)OCC3 (stereo not given)	1390	-9.0	1.3	1	1.1	1.0	-3.4	-10.2	-3.1	2.2
O=C(NC1CCCCCC1)C(=S)N1CCOCC1	1564	-25.0	-0.1	1.1	1	-0.4	2.4	-2.3	-6.0	-0.1
CCC1OC2(C)OC(=N)C1(C#N)C(C#N)(C#N)C2c1ccccc1 (stereo not given)	1699	-3.0	-1.9	1	0.8	6.1	5.2	17.2	4.4	-0.4
COC(=O)COn1c(-n2nc(C)cc2C)nc2ccccc2c1=O	1643	-3.7	-9.7	1.1	0.9	3.8	-1.7	9.1	-7.9	9.8
CC(C)=CCN1CCN(Cc2cccn2-c2ccccn2)CC1CCO (stereo not given)	1359	-4.6	0.7	1	1.4	-2.5	0.4	-42.8	-1.1	-11.4
COc1cc(S(=O)(=O)N2CCCC2)c(C)cc1C	1400	-3.9	-1.6	0.9	0.9	-3.5	1.5	12.0	6.5	-2.8
C=CC[N+](C)(C)CCCNC(=O)/C=N/O	1663	-4.2	-7.7	1.1	0.6	7.7	2.2	39.7	-6.4	7.2
COC(=O)c1ccc(CN2C(=O)NC(CC(C)C)C2=O)cc1 (stereo not given)	1501	-7.2	-1.8	1	1.1	3.4	5.8	-7.0	-2.8	2.9
COc1ccc(S(=O)(=O)NCCc2ccccc2)cc1	1504	-15.2	-7.8	1	0.6	8.8	11.0	36.0	-0.2	4.7
COc1ccc(C(=O)n2c(-c3ccco3)nc3ccccc32)cc1	1450	-5.6	-2.0	1.1	0.9	-6.2	-5.2	5.1	-5.3	5.6
COc1ccc2oc(=O)c(-c3csc(Nc4ccc(O)cc4)n3)cc2c1	1553	1.0	0.0	1	1	-5.1	0.2	-4.5	4.7	1.6
O=C1Nc2ncccc2OC1CCO (stereo not given)	1394	-15.0	-0.5	1	0.8	4.2	-4.2	15.9	-4.7	-3.3
O=C(Nc1cccc(O)c1)c1noc2c1CCCCC2	1602	-7.5	2.5	1	0.6	4.7	1.4	40.8	-1.9	1.3
Cc1ccc(S(=O)(=O)/N=C(/c2ccccc2)N2CCOCC2)c(C)c1	1565	-17.9	1.0	1.1	1	3.2	1.6	2.5	-7.0	-4.3
Cc1ccc(/C=C/C(=O)Nc2cc(S(N)(=O)=O)ccc2O)cc1	1434	6.4	1.4	0.8	0.6	1.0	-1.9	37.7	16.9	-6.4
O=C(O)CCCCCN1C(=O)/C(=C\c2ccncc2)SC1=S	1677	-73.8	-0.8	1	1	10.8	22.0	3.5	-1.5	9.6
Cc1n[nH]c(C)c1SCC(=O)Nc1ccc(F)cc1	1494	-5.3	3.0	1	0.9	-4.9	-12.3	9.3	-0.4	0.2
OCC(C#CCN1CCCCC1)NCc1ccccc1 (stereo not given)	1580	-4.1	-0.4	1	1	-4.3	-0.2	3.6	0.1	5.5
O=C(CCc1nnc(COc2ccccc2)o1)NC1(c2ccccc2)CC1	1448	-14.4	-2.0	1	1	0.2	-1.8	-2.9	-4.1	-2.9
